Arr AP2 block: human beta-arrestin and AP2 interaction inhibition. FITC-arrestin peptide / GST-AP2 beads, flow cytometry; AP2 beta2 appendage carries R879A mutation. inhibition, % at 10 µM. 340,000 compounds, 0.31% hits;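 active = inhibition above a set limit, near 3 SD of compounds lacking own fluorescence, cut at about 54% in these data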;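 note: plate controls were DMSO wells for no effect and 5 µM unlabelled arrestin peptide for full effect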
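Test system: GST-tagged AP2 beta2-adaptin appendage (R879A) on 4 µm glutathione beads; also added: fluorescein-tagged arrestin peptide at 50 nM final; timing: 12 min plus 1 h, RT; signal: flow cytometry, FL1 (488/535 nm); read-out: percent drop in bead-associated FITC signal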
V-ATPase pH: regulators of yeast V-ATPase proton transport; S. cerevisiae, pHLuorin cytosolic pH fluorescence; response, % at 10 µM; 350,000 compounds, 0.37% hits; AID 504577; in the data active = response mostly above about 7.3%, no sharp cut-off; inactive = mostly below about 5.4%; note: actives read high; inactives centre near 0; some compounds called inactive have numbers as strong as hits; reference of the scale not given here
OPRM1-OPRD1 inv: inverse agonist of human OPRM1-OPRD1 heterodimerization; 340,000 compounds, 0.21% hits; AID 504357; inhibition, % at 9.3 µM; cell-based MOR-DOR heterodimer luminescence, inverse agonism; in the data active = inhibition above about 22%, passing the limit was not always enough;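 note: 0% = cells with DMSO and 100% = wells without cells with DMSO; values of inactives mirror those of a sister screen read the other way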
DSG3 Ab inh: blocks pemphigus antibody binding to human desmoglein-3 | 310,000 compounds, 0.48% hits | binding (percent of control), % at 10 µM | DSG3-coupled beads, scFv-anti-DSG3-GFP binding, flow cytometry; hits give low values | P32926;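 active = binding more than 3 SD below its plate's average and above zero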;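 note: hits lower antibody fragment binding to DSG3; some compounds called inactive have numbers as strong as hits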
HTR5A inv ctr: HTR5A inverse agonism, opioid heterodimer counter-screen; P47898; HTR5A cell line, luminescence; inhibition, % at 9.3 µM; 340,000 compounds, 0.083% hits; AID 504634; in the data active = inhibition mostly above about 23%, no sharp cut-off; inactive = mostly below about 18%;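 note: 0% = cells with DMSO and 100% = no-cell wells with DMSO; some compounds called inactive have numbers as strong as hits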
Target sequence (P47898 whole entry, looked up): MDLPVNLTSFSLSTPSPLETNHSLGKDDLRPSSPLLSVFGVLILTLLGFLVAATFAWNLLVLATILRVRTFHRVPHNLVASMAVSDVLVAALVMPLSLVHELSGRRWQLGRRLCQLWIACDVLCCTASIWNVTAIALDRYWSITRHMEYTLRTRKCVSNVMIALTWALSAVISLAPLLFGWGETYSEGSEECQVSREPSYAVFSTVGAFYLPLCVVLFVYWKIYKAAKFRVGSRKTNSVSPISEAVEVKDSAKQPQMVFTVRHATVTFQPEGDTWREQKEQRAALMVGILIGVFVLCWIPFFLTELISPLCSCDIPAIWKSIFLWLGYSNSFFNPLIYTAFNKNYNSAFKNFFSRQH
PKA-R2B activ: PKA-R2B complex activation; 340,000 compounds, 0.079% hits; PKA-R2B holoenzyme dissociation, Cy5-IP20 fluorescence polarization; R2B truncated from residue 108, S112A mutant; 0% DMSO only, 100% 113 µM cGMP; activation, % at 11.4 µM; P22694+P31323;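 active = activation above a cutoff set at the mean over all compounds plus 3 SD, cut at about 18% in these data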;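 note: higher means more holoenzyme dissociation and a rise in polarization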
Target sequence (P31323 whole entry, looked up, other chains not shown, the tested form may be a part): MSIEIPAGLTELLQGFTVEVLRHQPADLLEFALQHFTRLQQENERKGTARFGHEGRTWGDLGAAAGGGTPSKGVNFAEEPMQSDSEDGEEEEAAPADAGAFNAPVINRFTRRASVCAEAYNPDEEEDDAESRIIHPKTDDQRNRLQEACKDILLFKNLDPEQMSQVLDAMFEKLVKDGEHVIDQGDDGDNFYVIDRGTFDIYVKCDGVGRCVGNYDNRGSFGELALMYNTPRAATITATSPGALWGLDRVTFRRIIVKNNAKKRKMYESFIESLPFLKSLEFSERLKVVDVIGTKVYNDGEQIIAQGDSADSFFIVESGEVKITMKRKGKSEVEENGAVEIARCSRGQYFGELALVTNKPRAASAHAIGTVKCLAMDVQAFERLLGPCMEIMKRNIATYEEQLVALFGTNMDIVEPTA
PKA-R1A act: activates the PKA-R1A holoenzyme complex | P00514+P68181 | activation, % at 11.4 µM | AID 504707 | 340,000 compounds, 0.083% hits | PKA-R1A dissociation, Cy5-IP20 fluorescence polarization; scaled: DMSO 0%, 113 µM cGMP 100%;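 active = percent activation above the mean of all tested compounds plus 3 SD, cut at about 19% in these data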;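 note: higher means more PKAc released from R1A so a rise in polarization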
HTR5A ag: activates human HTR5A in OPRM1-OPRD1 agonist counter-screen; HTR5A agonist assay, luminescence, cell-based; activation, % at 9.3 µM; 340,000 compounds, 0.61% hits; P47898; AID 504692; in the data active = activation mostly above about 9.5%, no sharp cut-off; inactive = mostly below about 7.6%;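 note: 0% = cells with vehicle only and 100% = reference agonist; strong numbers were not always called active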
MOR-DOR ag: OPRM1-OPRD1 heterodimerization agonism; AID 504326; cells, luminescence; 340,000 compounds, 0.3% hits; activation, % at 9.3 µM; P35372+P41143; in the data active = activation above about 18%;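 note: 0% = vehicle-treated cells and 100% = reference agonist; values of inactives mirror those of a sister screen read the other way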
DAGLB inh: diacylglycerol lipase beta (human) inhibition; Q8NCG7; HEK293T DAGLB membrane lysate, EnzChek fluorogenic substrate; inhibition, % at 5.17 µM; 340,000 compounds, 0.059% hits; in the data active = inhibition above about 34%;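 note: 0% = enzyme with vehicle and 100% = wells lacking enzyme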
Starred values were filed as active, the others as inactive; nt = no result given. An excerpt; the hit share may differ from the screen's.

entry	structure	Arr AP2 block	V-ATPase pH	OPRM1-OPRD1 inv	DSG3 Ab inh	HTR5A inv ctr
1	Cc1cc(OC(C)C(=O)NCc2cccnc2)c2c3c(c(=O)oc2c1)CCC3 (configuration not stated)	-6	0	7	92	27
2	Cn1cccc1CNCCc1ccccc1F	26	-3	2	102	-17
3	C[C@]12CC[C@H]3[C@@H](CC[C@]4(O)C[C@@H](O)CC[C@]34C=O)[C@@]1(O)CC[C@@H]2C1=CC(=O)OC1	35	1	-376	100	-71
4	C[N+]1(C)C2CCC1CC(OC(=O)c1ccco1)C2 (configuration not stated)	-8	1	9	87	1
5	C#CC1(OC(=O)c2ccccc2)CC(C)N(C)CC1C (configuration not stated)	-8	1	9	114	3
6	COC(=O)C1=C(C)OC(N)=C(C#N)C12C(=O)Nc1ccccc12 (configuration not stated)	-11	2	-21	99	9
7	CC(C)(C)N1Cc2ccccc2C1=N	38	nt	5	nt	4
8	Cn1c(O)c(C=NC2CCCCC2)c(=O)[nH]c1=S	-1	-3	-1	106	3
9	CC(C)N(CC#CCC1(O)c2ccccc2-c2ccccc21)C(C)C	-5	4	-2	nt	-16
10	Cc1ccc(CN2CC3CC(C2)c2cccc(=O)n2C3)cc1 (configuration not stated)	-10	1	0	82	8

entry	PKA-R2B activ	PKA-R1A act	HTR5A ag	MOR-DOR ag	DAGLB inh
1	5	0	1	-1.4	1
2	-6	2	0	-0.3	-1
3	3	1	20	70*	1
4	0	-3	2	-1.8	-1
5	-13	-6	-3	-1.8	2
6	-2	-17	-3	4.4	1
7	-3	-4	-1	-0.9	0
8	3	-4	-1	0.1	0
9	-8	-7	-1	0.4	-2
10	-2	-3	7	0.0	-1

Overlap with the part before: five entries; new compounds follow.
entry	structure	Arr AP2 block	V-ATPase pH	OPRM1-OPRD1 inv	DSG3 Ab inh	HTR5A inv ctr
6	COC(=O)C1=C(C)OC(N)=C(C#N)C12C(=O)Nc1ccccc12 (configuration not stated)	-11	2	-21	99	9
7	CC(C)(C)N1Cc2ccccc2C1=N	38	nt	5	nt	4
8	Cn1c(O)c(C=NC2CCCCC2)c(=O)[nH]c1=S	-1	-3	-1	106	3
9	CC(C)N(CC#CCC1(O)c2ccccc2-c2ccccc21)C(C)C	-5	4	-2	nt	-16
10	Cc1ccc(CN2CC3CC(C2)c2cccc(=O)n2C3)cc1 (configuration not stated)	-10	1	0	82	8
11	CC/C(=N\NC(=S)Nc1ccccc1)c1c(O)[nH]c(=O)[nH]c1=O	-3	-1	11	96	-3
12	CN1Cc2cnnn2-c2ccccc2C1C#N (configuration not stated)	7	-2	13	106	0
13	CC(C)(C)n1c(O)c(C=Nc2ccc3c(c2)CCC3)c(=O)[nH]c1=O	9	-5	-6	94	5
14	N=C1c2ccccc2CN1NC(=O)c1ccc(Cl)cc1	26	-3	9	104	1
15	Cn1c(C(=O)N2CCC3(CC2)OCCO3)cc2c(=O)n(C)c3ccccc3c21	20	12	5	100	5
16	CCN1CCN(C(=O)COc2ccc(S(=O)(=O)N(C)Cc3ccccc3)cc2)CC1	22	4	18	96	1
17	C[C@]12CC[C@@H]3c4ccc(O)c(O)c4CC[C@H]3[C@@H]1CC[C@@H]2O	12	-1	-26	91	-37
18	Cc1ccc(-n2c(=S)[nH]c3ccccc3c2=O)cc1C	nt	-2	nt	106	nt
19	COC(=O)C1=C(c2cc3ccccc3o2)C[C@@H]2CC[C@H]1N2C(=O)NC(C)C	-5	-3	16	104	-13
20	CC[n+]1c(/C=C/N(C)c2ccccc2)sc2ccc(Cl)cc21	-2	-2	-2	89	-7

entry	PKA-R2B activ	PKA-R1A act	HTR5A ag	MOR-DOR ag	DAGLB inh
6	-2	-17	-3	4.4	1
7	-3	-4	-1	-0.9	0
8	3	-4	-1	0.1	0
9	-8	-7	-1	0.4	-2
10	-2	-3	7	0.0	-1
11	-6	-5	1	-2.1	3
12	-4	-3	0	-2.7	-3
13	2	-13	-1	1.1	0
14	3	5	-4	-1.6	2
15	-4	-5	-2	-0.9	-1
16	-1	-2	-2	-3.2	-4
17	1	4	6	4.6	0
18	9	-8	nt	nt	1
19	4	7	5	-2.7	-1
20	8	3	-2	0.4	5

The results go on:
entry	structure	Arr AP2 block	V-ATPase pH	OPRM1-OPRD1 inv	DSG3 Ab inh	HTR5A inv ctr
21	COc1ccc(Cc2c(O)[nH]c(=O)[nH]c2=O)c(OC)c1	10	0	16	94	-12
22	CC1=C(C/C(C)=C/c2ccccc2)/C(=C/CO)[C@@H]2OC(=O)O[C@]2(C)C12CC2	8	-2	-15	100	2
23	O=[N+]([O-])c1ccc(-[n+]2c(-c3ccccc3)cc(-c3ccccc3)cc2-c2ccccc2)cc1	30	-1	0	124	11
24	C#CC[N+]1(C)[C@@H]2CC[C@H]1CC(OC(=O)C(CO)c1ccccc1)C2 (some centres not stated)	-13	-2	10	91	5
25	Cc1ccccc1-n1c(/C=C/c2ccccn2)nc2ccccc2c1=O	23	-4	9	123	16
26	COc1cccc(-n2c(O)c(C=NCCN3CCOCC3)c(=O)[nH]c2=O)c1	-2	-4	17	107	-6
27	COc1cc2cc(C(=O)N3CC(COS(C)(=O)=O)c4ccc(O)cc43)[nH]c2c(OC)c1OC (configuration not stated)	7	2	1	107	-8
28	CC1=CC2OC3CC4OC(=O)C=CC=CC(C(C)O)OCC(O)C5(C)OC5C(=O)OCC2(CC1O)C4(C)C31CO1 (configuration not stated)	24	-6	26	93	0
29	COC(=O)C1=C(c2ccccc2)C[C@@H]2CC[C@H]1N2C(=O)NCCCOC(C)C	-5	1	12	99	-41
30	COc1ccccc1N1CCN(C(CNC(=O)Oc2ccccc2)c2cccnc2)CC1 (configuration not stated)	-1	1	11	96	1

entry	PKA-R2B activ	PKA-R1A act	HTR5A ag	MOR-DOR ag	DAGLB inh
21	6	1	9	-3.0	2
22	-6	-4	8	2.6	-8
23	4	2	-3	0.1	1
24	-1	-7	-1	-2.1	-4
25	6	1	-5	-2.0	-12
26	-7	-4	2	-3.1	-3
27	-6	-1	2	-0.1	-1
28	-13	-6	0	-5.8	-4
29	-8	3	0	-2.3	0
30	9	6	0	-2.4	2

Additional structures follow:
entry	structure	Arr AP2 block	V-ATPase pH	OPRM1-OPRD1 inv	DSG3 Ab inh	HTR5A inv ctr
31	Cc1cc(N2C(=O)C3CCCN3C2c2ccc(Cl)c(Cl)c2)no1 (configuration not stated)	-6	1	7	nt	-22
32	NCc1cc(=O)[nH]o1	1	5	7	131	-7
33	CCN1C[C@]2(COC(=O)c3ccccc3N)CC[C@H](OC)C34[C@@H]5C[C@H]6[C@H](OC)[C@@H]5[C@](O)(C[C@@H]6OC)[C@@](O)([C@H]13)[C@@H](OC)[C@@H]42	46	1	9	101	8
34	CC(C)c1ccc(N2C(=O)NC(=O)/C(=C/C=C/c3ccco3)C2=O)cc1	52	-3	-8	97	-9
35	CN1C(=O)C[N+]([O-])=C(c2ccccc2)c2cc(Cl)ccc21	9	-1	7	99	-11
36	O=P(Nc1cccc(Cl)c1)(Oc1ccccc1)Oc1ccccc1	-24	2	-27	100	-4
37	CC(=O)Nc1ccccc1C(=O)OCC(=O)c1ccc2c(c1)OCCO2	18	0	14	nt	-15
38	CCCCCC(=O)N[C@@H](c1ccccc1)[C@@H](O)C(=O)O[C@H]1C[C@@]2(O)[C@@H](OC(=O)c3ccccc3)C3[C@](C)(C(=O)[C@H](O)C(=C1C)C2(C)C)[C@@H](OC1OCC(O)C(O)C1O)C[C@H]1OC[C@@]31OC(C)=O (some centres not stated)	18	-3	9	104	29
39	NC(=O)CSc1nnc([C@@H](N)Cc2c[nH]c3ccccc23)o1	-1	-1	-7	104	-17
40	OCCN(CC#CC(O)(c1ccccc1)C1CCCC1)CCO (configuration not stated)	1	0	10	92	-21

entry	PKA-R2B activ	PKA-R1A act	HTR5A ag	MOR-DOR ag	DAGLB inh
31	-2	-10	8	-1.1	-2
32	4	-2	2	-1.4	1
33	-1	3	-2	-2.0	-1
34	3	2	2	1.4	14
35	-1	-8	3	-1.4	0
36	-8	-17	0	5.0	-4
37	-5	6	3	-2.6	-1
38	-1	-1	1	-1.8	-1
39	-6	-9	-1	1.3	2
40	5	1	6	-1.9	-1

Later entries:
entry	structure	Arr AP2 block	V-ATPase pH	OPRM1-OPRD1 inv	DSG3 Ab inh	HTR5A inv ctr
41	COc1ccc(OC(=O)N(C)C[C@@H]2OCc3ccccc3-c3c(n(C)c4ccccc34)C(=O)N([C@H](C)CO)C[C@@H]2C)cc1	nt	0	nt	103	nt
42	COC(=O)C1=C(c2ccc(OC(F)(F)F)cc2)C[C@@H]2CC[C@H]1N2C(=O)NCc1cc(C)oc1C(F)(F)F	42	4	-13	100	4
43	COc1cc(CC(=O)N2C[C@H]3C[C@@H](C2)c2cccc(=O)n2C3)cc(OC)c1OC	-17	3	29	103	4
44	Clc1ccccc1CN1CCNCC1	-5	0	-8	115	14
45	CN(C)C(=O)Oc1ccc2nnc3ccnn3c2c1	5	-1	13	91	4
46	CCC1(c2ccccc2)C(=O)NC(=S)NC1=O	-17	1	23	104	-15
47	COc1ccc(-n2nc(C(=O)NCC(=O)N3CCC4(CC3)OCCO4)c3ccccc3c2=O)cc1	30	2	-5	109	-20

entry	PKA-R2B activ	PKA-R1A act	HTR5A ag	MOR-DOR ag	DAGLB inh
41	3	-10	nt	nt	-1
42	7	0	-2	2.9	-16
43	-11	-6	-1	-5.5	1
44	-7	-2	4	1.5	-4
45	-4	-1	-1	-2.8	-2
46	-7	-8	4	-5.2	2
47	10	2	7	0.6	0

High-throughput results (PubChem)
